Compound activity (PubChem)
ST2 inh: inhibitors of human ST2 (IL1RL1) binding to IL-33; Q01638; AlphaLISA ST2-Fc/biotin-IL-33 interaction, 1 h; inhibition, % for hits at 17 µM; hit rate 2.3% among 78,000; AID 1259354; in the data active = inhibition above about 30%; inconclusive = mostly about 10% to 28%
Target sequence (Q01638 whole entry, looked up): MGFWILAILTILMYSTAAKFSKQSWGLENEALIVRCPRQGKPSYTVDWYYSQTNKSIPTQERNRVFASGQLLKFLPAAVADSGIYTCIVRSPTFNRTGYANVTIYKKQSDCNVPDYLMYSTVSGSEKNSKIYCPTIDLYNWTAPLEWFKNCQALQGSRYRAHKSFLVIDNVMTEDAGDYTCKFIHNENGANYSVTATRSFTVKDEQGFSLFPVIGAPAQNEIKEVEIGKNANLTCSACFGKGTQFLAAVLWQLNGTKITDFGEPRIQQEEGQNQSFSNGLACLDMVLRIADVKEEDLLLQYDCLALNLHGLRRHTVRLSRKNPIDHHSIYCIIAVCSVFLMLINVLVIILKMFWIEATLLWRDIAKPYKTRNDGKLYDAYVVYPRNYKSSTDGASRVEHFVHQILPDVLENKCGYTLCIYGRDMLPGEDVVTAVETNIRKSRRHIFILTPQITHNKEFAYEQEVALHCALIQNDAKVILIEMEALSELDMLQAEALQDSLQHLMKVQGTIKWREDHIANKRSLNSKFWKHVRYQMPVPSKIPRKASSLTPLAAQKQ
Calls only; i = inactive; ? = inconclusive.

SMILES | ST2 inh
O=C1c2ccccc2-c2nc3cc(Br)cnc3nc21 | i
Cc1ccc(-c2noc(CCC(=O)N3CCC(N4CCCCC4)CC3)n2)cc1 | i
COc1cccc(C(=O)Nc2nnc(C3CC3)s2)c1OC | i
Cc1c(C(=O)NCCC(C)C)oc2ccc(S(=O)(=O)N3CCOCC3)cc12 | i
O=C(c1cnc2n(c1=O)CCS2)N1CCN(c2ccc(Cl)c(Cl)c2)CC1 | i
C=CCn1c(SCC(=O)NCCCO)nc2sc3c(c2c1=O)CCCC3 | i
Oc1ccc(Cl)cc1-c1nc2ccccc2s1 | i
COc1ccc(OC)c(C2CC(=O)N3CN(c4ccc(C)c(Cl)c4)CSC3=C2C#N)c1 (stereo unspecified) | ?
Cc1cc2c(Nc3ccc(Cl)cc3)ncnc2s1 | ?
O=C(NCCCN1CCC(Cc2ccccc2)CC1)c1cc(-c2ccncc2)nc2ccccc12 | i
Cc1nc2ccccc2n1C(=O)c1ccc(F)cc1 | i
O=c1c2c(-c3cccs3)csc2ncn1-c1ccccc1 | i
CCc1csc(CNC(=O)C2CC(=O)N(CC(C)C)C2)n1 (stereo unspecified) | ?
Cc1ccc(C(=O)N2N=C(c3ccc(Cl)cc3)CC2(O)C(F)(F)F)cc1 (stereo unspecified) | ?
Cc1sc2nc3c(C(=O)N4CCN(c5cccc(Cl)c5)CC4)cccn3c(=O)c2c1C | i

In a second layout: results already given
compound: O=C(NCCCN1CCC(Cc2ccccc2)CC1)c1cc(-c2ccncc2)nc2ccccc12
  ST2 inh: i

compound: Cc1nc2ccccc2n1C(=O)c1ccc(F)cc1
  ST2 inh: i

compound: O=c1c2c(-c3cccs3)csc2ncn1-c1ccccc1
  ST2 inh: i

compound: CCc1csc(CNC(=O)C2CC(=O)N(CC(C)C)C2)n1 (stereo unspecified)
  ST2 inh: ?

More records follow:
SMILES | ST2 inh
O=C(c1ccc(C(=O)N2CCOCC2)nc1)N1CCOCC1 | ?
O=[N+]([O-])c1ccc(CN2CCN(C/C=C/c3ccccc3)CC2)o1 | ?
Cc1cc(/C=C2/C(=O)NC(=O)N(c3ccccc3)C2=O)c(C)n1-c1ccc([N+](=O)[O-])cc1 | i
Cc1cc(-c2nc(-c3cccnc3)no2)ccc1[N+](=O)[O-] | ?
CCn1ncc(CN2CCN(C(c3ccccc3)c3ccccc3)CC2)c1C | ?
Cc1n[nH]c(C)c1C(NC(=O)c1cc2c(s1)CCCCC2)C(=O)O (stereo unspecified) | ?
CC1=CCC(c2nnco2)C(c2ccc([N+](=O)[O-])cc2)C1 (stereo unspecified) | i
CCN(CC)Cc1c(O)ccc2c(=O)c(Oc3ccccc3Br)coc12 | i
CCOc1c(Nc2ccc(C)c(Cl)c2)c(=O)c1=O | i
C=CCc1ccccc1OCC(O)CN1CCN(Cc2ccc3c(c2)OCO3)CC1 (stereo unspecified) | ?
O=C(Nc1sc2c(c1C(=O)NCC1CCCO1)CCCC2)c1ccccc1Br (stereo unspecified) | i
NC(=O)c1ccc(Sc2nc3ccccc3s2)c([N+](=O)[O-])c1 | ?
O=C(c1ccc(F)cc1)c1c[nH]c2c(F)cc(F)cc2c1=O | ?
CC(=O)CCCCCCCCNC(C)=O | i
O=C1CC2(CCN(S(=O)(=O)c3ccc(OC(F)F)cc3)CC2)CN1 | i

4 entries from above, with each value named:
> CC1=CCC(c2nnco2)C(c2ccc([N+](=O)[O-])cc2)C1 (stereo unspecified)
  ST2 inh: i

> CCN(CC)Cc1c(O)ccc2c(=O)c(Oc3ccccc3Br)coc12
  ST2 inh: i

> CCOc1c(Nc2ccc(C)c(Cl)c2)c(=O)c1=O
  ST2 inh: i

> C=CCc1ccccc1OCC(O)CN1CCN(Cc2ccc3c(c2)OCO3)CC1 (stereo unspecified)
  ST2 inh: ?

(listing goes on)
SMILES | ST2 inh
Cc1occc1C(=O)N(C)C(Cc1ccccc1F)C1CCN(C(=O)[C@H]2C[C@@H]3C=C[C@H]2C3)CC1 (stereo partly specified) | i
O=C1c2cccnc2CN1C1COC2(CCCC2)C1 (stereo unspecified) | ?
Cc1cc2cc(C(=O)N(C)CC3CCCN(CCc4ccc(F)cc4)C3)ccc2o1 (stereo unspecified) | ?
COc1cc(COC2CN(Cc3ccc(O)cc3)CC(=O)N(C(C)C)C2)cc(OC)c1 (stereo unspecified) | i
Cc1ccc(-n2c(=O)[nH]cc(C(=O)Nc3ccc4c(c3)OCO4)c2=O)cc1C | i
O=C(NCc1ccco1)c1cc2c(=O)oc3ccccc3c2s1 | i
CCOc1ccccc1C1C(C#N)=C(N)OC2=C1C(=O)CCC2 (stereo unspecified) | i
O=c1c2cnn(-c3ccc(Cl)cc3)c2ncn1Cc1ccccc1 | ?
COc1cc(OC)c(C2C(C#N)=C(N)Oc3n[nH]c(C(C)(C)C)c32)cc1OC (stereo unspecified) | i
CCN(CC)Cc1cnc2c(C(=O)NC(C)c3csc(C)n3)cnn2c1 (stereo unspecified) | ?
COCCN1CC(C(=O)NC(C)(C)c2ccc(OC)c(OC)c2)CCC1=O (stereo unspecified) | i
COc1ccc(N2CC(C(=O)Nc3ccccc3I)CC2=O)cc1 (stereo unspecified) | i
COc1ccc(-n2nc3cc(C)c(NC(=O)COc4ccccc4C)cc3n2)cc1 | i
Cc1ccccc1CSCc1nc(C2CC2)n[nH]1 | i
O=C(O)c1ccc2c(c1)C(=O)N(NC(=O)c1ccncc1)C2=O | i
CCn1c(CC2CCN(C(=O)C3(C)CCCO3)CC2)nn(C)c1=O (stereo unspecified) | ?
Cc1ccc(Cn2c(NCC(C)O)nc3c2c(=O)n(C)c(=O)n3C)cc1 (stereo unspecified) | i
Cc1ccccc1CSc1nc2c(c(=O)n1-c1ccccc1)SCC2 | ?
Cc1ccc(N2CC(NC(=O)C3CC3)CC2=O)cc1C (stereo unspecified) | i
Cc1cc(Cl)ccc1Nc1ncnc2ccccc12 | i
C[C@@H]1C(=O)O[C@H]2[C@H]1CC[C@@]1(C)Cc3sc(NC(=O)COCC(=O)O)nc3[C@@H](C)[C@H]21 | ?
O=C(c1ccc(S(=O)(=O)N2CCCCC2)cc1)N1CCN=C1SCc1ccc(Cl)cc1 | i
CC(=O)N(CN1C(=O)C2CCC(C)CC2C1=O)c1ccc(C)c(Cl)c1 (stereo unspecified) | ?
CC(=O)Nc1ccc2c(c1)CN(C(C)(C)C)CO2 | i
CC1=C(C(=O)OC(C)C)C(c2ccncc2)c2c(nc(SCc3ccccc3)[nH]c2=O)N1 (stereo unspecified) | ?
Cn1c(=O)n(CCc2ccccc2)c(=O)c2c1nc1n2CCN1Cc1ccco1 | i
CC(=NCCN1CCOCC1)c1c(C(F)(F)F)[nH]n(-c2nc3ccccc3s2)c1=O | i
CCC(=O)N1CCc2cc(Br)cc(S(=O)(=O)CCC(=O)Nc3ccccn3)c21 | ?
c1ccc(CCc2nnc3n2CCN(Cc2ccc4c(c2)Cc2ccccc2-4)CC3)cc1 | ?
O=C(C(F)F)N1CCN(C(=O)C(F)F)CC1 | ?
CC(C)=CC(=O)N[C@H]1C[C@@H](C(=O)N[C@H](Cc2ccccc2)C(N)=O)N(C(=O)C=C(C)C)C1 | i
COCC(C)NC(=O)c1noc2c1CCc1cc(OC)ccc1-2 (stereo unspecified) | i
CCN(CC)CCNC(=O)CCc1c(C)nc2cc(-c3ccccc3)nn2c1C | i
COc1ccc(NC(=O)c2oc3ccccc3c2NC(=O)Cc2cccs2)cc1 | i
COc1ccc(C(C)NC=O)cc1OC (stereo unspecified) | i
O=C(NCCCN1CCCCC1)c1cc(-c2ccncc2)nc2ccccc12 | ?
Cc1ccc(F)c(CN2CCC(Cn3cc(CNC(N)=O)nn3)CC2)c1 | i
CCCn1cnc2c1CN(S(=O)(=O)c1cccc3cccnc13)[C@H](C(=O)OC)C2 | i
COc1ccc(C(=O)Nc2ccccc2)cc1NC(=O)c1ccc([N+](=O)[O-])cc1 | i
CN1CC2(CCN(C(=O)c3c4c(nn3C)CCCC4)C2)OC1=O (stereo unspecified) | ?
CCCCOC(=O)C1=C(C)Nc2ncnn2C1c1cccc(OC)c1OC (stereo unspecified) | i
CN1C[C@H](NC(=O)C2(S(=O)(=O)c3ccccc3)CC2)C[C@H]1CO | i
COc1ccc(N2CCN(C(=O)c3cc4c(=O)n5cccc(C)c5nc4n3C)CC2)cc1 | i
COc1ccc(OC)c(S(=O)(=O)n2ccnc2C)c1 | i
CC(C)c1nc(CCN(C)C(=O)c2cnn3ccn(C)c23)no1 | i
COc1ccc2cc([C@H](C)C(=O)O)ccc2c1 | i
O=C1CC(c2ccc(F)cc2)c2cc(Br)c3ccccc3c2N1 (stereo unspecified) | i
COCCOC(=O)C1=C(N)OC2=C(C(=O)CC(C)(C)C2)C1c1ccc(Cl)cc1 (stereo unspecified) | i
Cc1c(NCc2ccccc2)c(=O)n(-c2ccccc2)n1C | i
Cc1ccccc1N1CCN(C(=O)CC2C(=O)NCCN2Cc2cccc(F)c2)CC1 (stereo unspecified) | i
COc1ccc(CCNC(=O)CN2CCN(C(N)=O)CC2)cc1 | i
CC1CCN(C(=O)c2cnn3c(C(F)(F)F)cc(-c4ccco4)nc23)CC1 | i
CC(C)(C)n1cnc2cc(NCc3ccccc3Cl)ccc21 | ?
CCOc1ccccc1NC(=O)CCS(=O)(=O)c1cccc2nsnc12 | ?
Cn1cnnc1SCC(=O)N1CCCC(CO)(Cc2ccc(F)cc2)C1 (stereo unspecified) | i
CC1CN(C(=O)C2CCCCC2)CC(C)O1 (stereo unspecified) | i
Cc1cc(-c2nnc(-c3ccccc3)o2)ccc1[N+](=O)[O-] | ?
CSc1nc2n(n1)C(c1ccc(Br)cc1)C(C(=O)Nc1ccccc1)=C(C)N2 (stereo unspecified) | i
O=C(O)c1ccc2c(c1)C(=O)N(CCCc1nc3ccccc3[nH]1)C2=O | ?
CC1=NN(c2cc(C)nc(-c3ccccc3O)n2)C(=O)C1 | ?

The list goes on:
SMILES | ST2 inh
COc1ccc(NC(=O)C(NS(=O)(=O)c2cccs2)C(C)C)cc1Cl (stereo unspecified) | i
CC(O)CCCCCCCCCC1Cc2cc(O)cc(O)c2C(=O)O1 (stereo unspecified) | i
O=C1CSC(c2cccc(Cl)c2Cl)N1c1ccccc1 (stereo unspecified) | i
COc1ccc(CN(CC(C)C)C(=O)c2ccoc2)cc1 | ?
COc1cc(NC(=O)C(NC(=O)C2CCC(C)CC2)C(C)C)cc(OC)c1OC (stereo unspecified) | ?
O=c1[nH]c2cc(S(=O)(=O)CCO)ccc2o1 | i
COc1ccc(CN2CCN(c3ccccc3C)CC2)c(OC)c1OC | i
OC1CCN(Cc2cccc(Oc3ccccc3)c2)CC1 | i
Cc1ccccc1CC1(CO)CCCN(C(=O)CN2CCOc3ccccc3C2)C1 (stereo unspecified) | ?
CCOc1cc(C(=O)NCc2cccs2)cc(OCC)c1OCC | i
Cc1ccc(S(=O)(=O)c2nc(-c3ccco3)oc2SCC(C)C)cc1 | i
CC1CCN(CN2C(=O)C3(OCC(CO)([N+](=O)[O-])CO3)c3ccccc32)CC1 (stereo unspecified) | i
O=C1CN(S(=O)(=O)CCOc2ccccc2)CC(=O)N1CCc1ccccc1 | i
O=C(Nc1cnn(Cc2ccc(F)cc2)c1)c1cc(-c2ccc(F)cc2)on1 | i
Cc1ccc(S(=O)(=O)Cc2ccc(C(=O)NCc3cccs3)o2)cc1 | i

Sorted by molar mass (ascending): four of the compounds above
SMILES | ST2 inh
O=C1CSC(c2cccc(Cl)c2Cl)N1c1ccccc1 (stereo unspecified) | i
Cc1ccc(S(=O)(=O)Cc2ccc(C(=O)NCc3cccs3)o2)cc1 | i
CC1CCN(CN2C(=O)C3(OCC(CO)([N+](=O)[O-])CO3)c3ccccc32)CC1 (stereo unspecified) | i
O=C1CN(S(=O)(=O)CCOc2ccccc2)CC(=O)N1CCc1ccccc1 | i

Remaining list, next part:
SMILES | ST2 inh
CCOc1ccccc1CN(CC)C(=O)c1occc1C | ?
O=C(NCCc1ccccc1)N1CCCCC1CCn1cccn1 (stereo unspecified) | i
Fc1ccc(Nc2ncnc3c2cnn3-c2ccccc2)cc1Cl | i
O=C(CN1C(=O)CCc2cc(S(=O)(=O)N3CCCCC3)ccc21)N1CCc2ccccc21 | i
CCOC(=O)N1CCN(C2CCCN(C(=O)CC3CCCC3)C2)CC1 (stereo unspecified) | i
Cc1ccccc1Cc1c(C)nc2nc(SCC(=O)NC(C)(C)C)nn2c1C | i
COc1ccc(CC(=O)NC2CC(=O)N(c3cccc(F)c3)C2)cc1 (stereo unspecified) | ?
O=C(CCC1CCCC1)Nc1ccc([N+](=O)[O-])cn1 | i
CCOc1c(Nc2cccc(F)c2)c(=O)c1=O | i
COc1ccc(CN2CCN(c3ccc([N+](=O)[O-])cc3)CC2)cc1C | ?
COc1cc2c(C(=O)Nc3ccc4c(c3)OCO4)cn(C)c(=O)c2cc1OC | i
CCSc1nc2c(c(=O)[nH]1)C(c1cccc(O)c1)C1=C(CC(C)(C)CC1=O)N2 (stereo unspecified) | i
COc1cc(NC(=O)CCC2CCCN(C(=O)c3c[nH]c4ccccc34)C2)cc(OC)c1 (stereo unspecified) | i
CCCc1[nH]nc2c1C(c1cc(Br)ccc1F)C(C#N)=C(N)O2 (stereo unspecified) | i
CCOc1ccc(S(=O)(=O)Nc2ccccc2C(=O)NCC2CCCO2)cc1 (stereo unspecified) | i
CNc1oc(-c2ccc(OC)cc2)nc1S(=O)(=O)c1ccccc1 | ?
CN(C)c1ccc(/C=C2\N=C(c3cccc(I)c3)OC2=O)cc1 | i
Cc1ccc(S(=O)(=O)C2(C(=O)N3CCN(c4ccccc4Cl)CC3)CC2)cc1 | i
Cc1ccc(C(=O)Nc2ccc([N+](=O)[O-])cc2Cl)c(Cl)c1 | ?

A portion of the library; the hit share may differ from the screen's.
